V-ATPase pH – regulators of yeast V-ATPase proton pumping, primary screen, pHLuorin cytosolic pH fluorescence. 0.37% of 350,000 active. S. cerevisiae. response, % at 10 µM; in the data active = response mostly above about 7.3%, no sharp cut-off; inactive = mostly below about 5.4%; note: actives read high; inactives centre near 0; some compounds called inactive have numbers as strong as hits; reference of the scale not given here
PKA-R2B act – activators of PKA-R2B holoenzyme, primary screen, biochemical, fluorescence polarization, Cy5-IP20, human. 0.079% of 340,000 active. activation, % at 11.4 µM. PKA-R2B holoenzyme dissociation; R2B truncated from residue 108, S112A mutant; 0% DMSO only, 100% 113 µM cGMP. cAMP-dependent protein kinase catalytic subunit beta (Homo sapiens) + cAMP-dependent …. AID 504700, 2011;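 active = activation above a cutoff set at the mean over all compounds plus 3 SD, cut at about 18% in these data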;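 note: higher means more holoenzyme dissociation and a rise in polarization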
Target sequence (P31323 whole entry, looked up, other chains not shown, the tested form may be a part): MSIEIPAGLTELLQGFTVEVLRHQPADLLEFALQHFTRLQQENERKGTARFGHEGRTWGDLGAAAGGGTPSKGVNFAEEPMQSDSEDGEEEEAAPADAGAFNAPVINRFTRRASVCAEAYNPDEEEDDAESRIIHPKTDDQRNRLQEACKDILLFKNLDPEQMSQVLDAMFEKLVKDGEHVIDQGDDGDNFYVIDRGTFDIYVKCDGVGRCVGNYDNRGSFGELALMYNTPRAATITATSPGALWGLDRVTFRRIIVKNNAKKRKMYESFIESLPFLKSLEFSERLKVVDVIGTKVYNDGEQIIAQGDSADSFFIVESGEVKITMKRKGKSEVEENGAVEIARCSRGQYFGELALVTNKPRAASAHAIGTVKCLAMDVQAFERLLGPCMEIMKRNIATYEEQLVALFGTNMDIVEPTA
OPRM1-OPRD1 inv – inverse agonists of MOR-DOR heterodimerization, primary screen, cell-based, luminescence; inhibition, % at 9.3 µM; cell-based MOR-DOR heterodimer luminescence, inverse agonism; 0.21% of 340,000 active; in the data active = inhibition above about 22%, passing the limit was not always enough;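 note: 0% = cells with DMSO and 100% = wells without cells with DMSO; values of inactives mirror those of a sister screen read the other way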
PKA-R1A act – activators of PKA-R1A holoenzyme, primary screen, biochemical, fluorescence polarization, Cy5-IP20, bovine R1A, mouse PKAc | cAMP-dependent protein kinase type I-alpha regulatory subunit (Bos taurus) + … | PKA-R1A dissociation; scaled: DMSO 0%, 113 µM cGMP 100% | activation, % at 11.4 µM | 0.083% of 340,000 active;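 active = percent activation above the mean of all tested compounds plus 3 SD, cut at about 19% in these data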;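 note: higher means more PKAc released from R1A so a rise in polarization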
Arrestin-AP2 inh – inhibitors of beta-arrestin/AP2 binding, primary screen, biochemical, GPCR trafficking, flow cytometry; beta-arrestin 1 C-terminal peptide binding to AP2 beta2-adaptin appendage (human); FITC-arrestin peptide / GST-AP2 beads; AP2 beta2 appendage carries R879A mutation; inhibition, % at 10 µM; 0.31% of 340,000 active; AID 504490, 2011;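 active = inhibition above a set limit, near 3 SD of compounds lacking own fluorescence, cut at about 54% in these data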;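 note: plate controls were DMSO wells for no effect and 5 µM unlabelled arrestin peptide for full effect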
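Test system: GST-tagged AP2 beta2-adaptin appendage (R879A) on 4 µm glutathione beads; also added: fluorescein-tagged arrestin peptide at 50 nM final; timing: 12 min plus 1 h, RT; signal: flow cytometry, FL1 (488/535 nm); read-out: percent drop in bead-associated FITC signal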
HTR5A ag – HTR5A agonists in luminescence cell assay, primary screen, counter-screen for OPRM1-OPRD1 heterodimer agonist project, full-deck HTS; cell-based; 0.61% of 340,000 active; AID 504692, 2011; 5-hydroxytryptamine receptor 5A (Homo sapiens), P47898; activation, % at 9.3 µM; in the data active = activation mostly above about 9.5%, no sharp cut-off; inactive = mostly below about 7.6%;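 note: 0% = cells with vehicle only and 100% = reference agonist; strong numbers were not always called active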
Target sequence (P47898 whole entry, looked up): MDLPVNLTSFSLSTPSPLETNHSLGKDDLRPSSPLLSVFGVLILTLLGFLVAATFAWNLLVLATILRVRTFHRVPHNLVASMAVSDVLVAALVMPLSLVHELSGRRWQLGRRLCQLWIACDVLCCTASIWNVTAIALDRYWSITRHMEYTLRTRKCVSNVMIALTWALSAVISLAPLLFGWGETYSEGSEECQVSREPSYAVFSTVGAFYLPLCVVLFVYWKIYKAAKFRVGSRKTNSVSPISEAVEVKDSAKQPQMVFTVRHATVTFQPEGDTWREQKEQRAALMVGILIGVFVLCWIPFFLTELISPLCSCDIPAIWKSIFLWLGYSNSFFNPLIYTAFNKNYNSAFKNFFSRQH
DSG3 Ab inh – inhibitors of pemphigus antibody binding to DSG3, primary screen, biochemical, bead-based, flow cytometry, scFv-GFP; DSG3-coupled beads, scFv-anti-DSG3-GFP binding; hits give low values; binding (percent of control), % at 10 µM; 0.48% of 310,000 active;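 active = binding more than 3 SD below its plate's average and above zero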;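 note: hits lower antibody fragment binding to DSG3; some compounds called inactive have numbers as strong as hits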
OPRM1-OPRD1 ag – agonists of OPRM1-OPRD1 heterodimerization, primary screen, cell-based, luminescence; cells; 0.3% of 340,000 active; AID 504326, 2011; activation, % at 9.3 µM; in the data active = activation above about 18%;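 note: 0% = vehicle-treated cells and 100% = reference agonist; values of inactives mirror those of a sister screen read the other way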
HTR5A inv ctr – HTR5A inverse agonists in luminescence cell assay, primary screen, counter-screen for OPRM1-OPRD1 heterodimer inverse agonist project, full-deck HTS; 5-hydroxytryptamine receptor 5A (Homo sapiens), P47898; HTR5A cell line, inverse agonism; inhibition, % at 9.3 µM; 0.083% of 340,000 active; in the data active = inhibition mostly above about 23%, no sharp cut-off; inactive = mostly below about 18%;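 note: 0% = cells with DMSO and 100% = no-cell wells with DMSO; some compounds called inactive have numbers as strong as hits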
DAGLB inh – DAGLB lipase inhibitors, primary screen, biochemical, fluorescence, HTS; Diacylglycerol lipase-beta (Homo sapiens), Q8NCG7; HEK293T DAGLB membrane lysate, EnzChek fluorogenic substrate; inhibition, % at 5.17 µM; 0.059% of 340,000 active; in the data active = inhibition above about 34%;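 note: 0% = enzyme with vehicle and 100% = wells lacking enzyme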
An asterisk follows results filed as active; . = not tested or not shown.

SMILES	V-ATPase pH	PKA-R2B act	OPRM1-OPRD1 inv	PKA-R1A act	Arrestin-AP2 inh	HTR5A ag	DSG3 Ab inh	OPRM1-OPRD1 ag	HTR5A inv ctr	DAGLB inh
O=C(c1ccccc1OC(F)F)N1CCN(S(=O)(=O)c2ccc3c(c2)OCCCO3)CC1	0	-5	5	2	-9	0	104	-1.1	-1	-6
COc1cccc(NC(=O)CCNS(=O)(=O)c2cccc3nsnc23)c1	-2	10	18	-1	35	2	102	-3.4	-5	-4
Cc1ccc(-n2ncc3c2CC(C)(C)CC3NC(=O)C2CCOCC2)cc1 (configuration not stated)	1	-1	1	-10	27	-3	110	-0.2	7	3
CC(C)(C)NC(=O)N1CCCC(C(=O)c2cccc(Cl)c2)C1 (configuration not stated)	1	-3	20	-10	12	-1	101	-4.0	3	-2
O=C(CSCc1ccc(Cl)cc1)N1CCN(Cc2ccc3c(c2)OCO3)CC1	1	-6	8	0	8	0	.	-1.2	-10	-4
COc1ccccc1NC(=O)CN1CCOCC1	-1	4	13	12	6	2	90	-2.8	-8	1
CN(C)c1ccc(N=Cc2nc(-c3ccccc3)oc2O)cc1	0	-8	3	-17	10	3	122	-0.6	-2	6
COc1ccc(NC(=O)CCCN2C(=O)CN(C)C2=O)cc1Cl	0	-2	8	7	-5	-1	89	-1.9	2	0
O=C(COc1ccc(Oc2ccccc2)cc1)NC1CCS(=O)(=O)C1 (configuration not stated)	0	10	19	-1	8	3	.	-3.8	-13	-7
Cc1ccc(C2(CCNCc3ccc(N(C)C)cc3)CCOC(C(C)C)C2)cc1 (configuration not stated)	-4	5	-84	7	-3	2	114	16	-6	-1
Cc1ccc(/C=N/n2c(C)nnc2C)o1	0	2	9	-3	-7	0	79	-1.3	0	-1
NC(=O)Cn1nc([N+](=O)[O-])nc1Oc1ccc(Br)cc1	6	4	-19	-3	5	0	.	4.3	-4	0
COc1ccccc1CC(=O)N1CCN(S(=O)(=O)c2ccccc2)CC1	1	-3	5	-4	-4	13*	94	-1.1	21	0
Cc1c(OC(C)C(=O)NCC2CCC(C(=O)O)CC2)ccc2c(-c3ccccc3)cc(=O)oc12 (configuration not stated)	-4	-2	18	3	-3	0	.	-3.5	22	1
CCCN1CCC(=O)N(CCO)CC1	-4	-8	5	0	9	-4	104	-0.9	11	-1
O=[N+]([O-])c1cccc(-c2c(-c3ccccc3)ncc3cc(F)ccc23)c1	-1	-1	-16	-6	5	0	99	2.8	-21	-3
COc1ccc(-c2csc3ncnc(N4CCN(S(=O)(=O)c5cccc(C(F)(F)F)c5)CC4)c23)cc1	2	2	5	-2	-7	-2	106	-0.8	4	-2
CCN1CCN(C(=O)C2CCCN(c3ncnc4c3nc3n4CCCCC3)C2)CC1 (configuration not stated)	-8	-3	8	2	14	5	104	-1.6	3	-4
Cc1ccc(S(=O)(=O)NCC(=O)N(CC(=O)NCC2CCCO2)Cc2ccccc2Cl)cc1 (configuration not stated)	1	-2	16	-4	-11	6	105	-2.9	-17	1
COc1cccc(N(CC(=O)NCCSCc2ccco2)S(=O)(=O)c2ccccc2)c1	-3	-6	9	0	-2	0	101	-1.8	0	-3
O=C(Nc1ccccc1)c1ccc(NCc2cccnc2)c(S(=O)(=O)N2CCOCC2)c1	1	1	15	-1	-12	0	.	-2.6	1	-3
Fc1ccc(C(c2nnnn2C2CCCC2)N2CCc3ccccc32)cc1 (configuration not stated)	3	0	1	-7	4	5	97	-0.2	-11	-3
CN(C)CCN(C(=O)C1=COCCO1)c1nc2ccc(F)cc2s1	4	2	14	-8	-3	-4	.	-2.7	15	-2
CCOC(=O)C1CCN(C(=O)COc2ccc(Br)cc2)CC1	5	2	12	5	-4	-1	98	-2.4	8	-5
COc1ccc(OC)c(-c2cc(C(=O)NCc3ccc(Cl)cc3)no2)c1	6	10	-1	-11	-1	3	95	0.3	22	-10
Cc1ccc(Oc2ccc(NC(=O)CCC(=O)OCC(=O)c3cccs3)cc2)cc1C	-3	-2	7	-1	21	-3	102	-1.4	8	-3
CC1CCCC(C)N1CCCNC(=O)c1csc2c1CCCCC2 (configuration not stated)	1	1	3	4	-3	2	115	-0.6	-8	2
Cc1sc(NC(=O)c2ccccc2F)c(CN2CCCCC2)c1C	1	-11	-49	8	4	-2	99	8.2	5	-11
CCOc1ccccc1NC(=O)COC(=O)COc1cccc2c1OC(C)(C)C2	2	-3	.	0	.	.	108	.	.	-11
O=C(Nc1cccc(S(=O)(=O)Nc2ccc(SC(F)F)cc2)c1)C1CCC1	0	-8	3	-11	11	4	94	-0.6	-14	-4
Cc1ccc(S(=O)(=O)N2CCN(C(=O)C3CC3C)CC2)c(C)c1 (configuration not stated)	3	-4	-1	-7	-11	0	.	0.1	-9	0
Cc1ccc(OCC(=O)N(C)CC(=O)Nc2ccc(Cl)c(C(F)(F)F)c2)c([N+](=O)[O-])n1	-4	2	-6	11	20	15*	97	1.5	-37	-2
CC(C)(C)c1ccc(C(=O)NCc2nnc(SCC(=O)NCc3ccco3)o2)cc1	1	-6	14	2	-9	3	104	-2.8	15	3
CCCc1nn(C(=O)c2ccccc2)c2c1C(=O)CC(C)(C)C2	2	-2	2	7	5	9	122	-0.4	-13	-1
COc1ccc(OCc2cc(C(=O)N3CCN(CC(=O)N(C)C)CC3)no2)c(Cl)c1	3	-3	7	-4	24	-1	104	-1.3	22	-5
O=C(CSc1nnc(-c2ccco2)o1)N1CCCCC1	1	-3	9	-4	7	1	107	-1.5	-2	-1
COc1cc2c(cc1NC(=O)CN(C)Cc1nc3ccccc3c(=O)[nH]1)oc1ccccc12	-2	-4	19	0	15	-3	102	-3.2	-2	1
COC(=O)C1C(c2ccccc2)C(C(=O)N2CCN(C)CC2)C1c1ccccc1 (configuration not stated)	-4	-1	10	-5	11	0	98	-1.9	-4	-1
Cn1nc(-c2ccc(C(=O)NC3CCCCC3)cc2)c2ccccc2c1=O	0	1	2	-4	22	7	108	-0.3	-20	-3
O=C(CSc1ncccn1)NC(=O)NCc1ccccc1	0	-4	8	-1	2	-1	112	-1.5	-8	-1
COc1ccc(C)cc1S(=O)(=O)NC(C)c1cnn(-c2ccccn2)c1C (configuration not stated)	2	-5	15	-9	-9	0	.	-2.9	5	1
O=C(Nc1ccccc1)N1CCCC1c1cccs1 (configuration not stated)	-1	2	16	-8	9	-1	101	-3.2	-4	2
COc1ccccc1C(CNC(=O)c1cc(C)nc2ccccc12)N(C)C (configuration not stated)	-1	-5	10	-3	26	-4	.	-1.6	10	-2
CCc1ccccc1OCC(=O)NC1CCCC1	2	1	2	-13	7	5	100	-0.4	-11	-5
COc1ccc(N=c2cc(-c3ccc(OC)cc3)oc3ccccc23)cc1	4	-8	-10	-9	14	-1	88	1.5	3	-9
O=C(NC1CC2CCCC(C1)N2Cc1ccccc1)c1cccc(Cl)c1 (configuration not stated)	1	-8	12	-4	5	1	96	-2.3	-26	-2
COC(=O)c1cccc(CSc2nc3ccccc3[nH]2)c1	1	-3	7	0	2	-2	86	-1.1	5	1
Cc1csc(N=Cc2ccc([N+](=O)[O-])o2)n1	-1	-4	.	12	.	.	101	.	.	7

By substructure, the compounds so far with bromine
SMILES	V-ATPase pH	PKA-R2B act	OPRM1-OPRD1 inv	PKA-R1A act	Arrestin-AP2 inh	HTR5A ag	DSG3 Ab inh	OPRM1-OPRD1 ag	HTR5A inv ctr	DAGLB inh
NC(=O)Cn1nc([N+](=O)[O-])nc1Oc1ccc(Br)cc1	6	4	-19	-3	5	0	.	4.3	-4	0
CCOC(=O)C1CCN(C(=O)COc2ccc(Br)cc2)CC1	5	2	12	5	-4	-1	98	-2.4	8	-5

Some entries already given, showing only OPRM1-OPRD1 ag:
smiles,OPRM1-OPRD1 ag
COC(=O)C1C(c2ccccc2)C(C(=O)N2CCN(C)CC2)C1c1ccccc1 (configuration not stated),-1.9
Cn1nc(-c2ccc(C(=O)NC3CCCCC3)cc2)c2ccccc2c1=O,-0.3

(list continues)
SMILES	V-ATPase pH	PKA-R2B act	OPRM1-OPRD1 inv	PKA-R1A act	Arrestin-AP2 inh	HTR5A ag	DSG3 Ab inh	OPRM1-OPRD1 ag	HTR5A inv ctr	DAGLB inh
Cc1cc(=O)n(C)c(=O)n1CCCCOc1cccc([N+](=O)[O-])c1	-5	-7	8	-18	24	6	83	-1.3	-27	0
CC(C)(C)c1ccc(C(CC(=O)O)NC(=O)Cc2ccc(Cl)cc2)cc1 (configuration not stated)	3	-1	1	-5	-1	1	107	-0.2	-3	0
COc1ccc(Nc2nc(Nc3ccc(OC)cc3)nc(SC3=NCCS3)n2)cc1	-2	3	-1	-14	-1	9.8*	82	0.1	-38	-2
CCCN1C(=O)SC(CC(=O)Nc2ccc(Br)cc2)C1=O (configuration not stated)	3	6	-1	4	3	1	107	0.1	-12	-4
Cc1ccc([N+](=O)[O-])cc1NC(=O)CCCOc1ccccc1	-1	-4	8	0	-2	10	106	-1.5	7	-4
CC(=O)Nc1ccc(C2NC(=O)c3ccccc3O2)cc1 (configuration not stated)	-4	-2	8	2	19	8	94	-1.3	-11	-1
CC(=O)Nc1cc([N+](=O)[O-])ccc1N1CCOCC1	-2	-10	9	-13	-2	5	85	-1.9	9	1
Cc1cc(NC(=O)c2ccc(Cl)cc2)n(-c2ccccc2)n1	4	10	2	0	-13	3	96	-0.3	-10	2
Cc1ccc(C(C(=O)NC2CCCC2)N(Cc2cccs2)C(=O)CNC(=O)c2cccs2)o1 (configuration not stated)	-1	5	9	0	-1	-2	99	-1.6	-4	-7
COc1ccc(/C=C/C(=O)NC2CC3CCC2C3)cc1 (configuration not stated)	0	9	16	10	0	1	108	-3.5	-4	-2
CSCCC(NS(=O)(=O)c1ccccc1F)C(=O)NCC(c1ccco1)N(C)C (configuration not stated)	2	4	2	-4	3	0	95	-0.3	0	0
COc1cccc(Cn2nnc(C(=O)NCc3ccc4c(c3)OCO4)c2N)c1	1	-12	11	-7	4	-1	86	-1.8	-12	-1
CCOc1ccc(-n2c(=S)sc3c(=O)n(-c4ccccc4)c(SC)nc32)cc1	-1	-1	4	-2	0	1	109	-0.8	-3	-2
Cc1ccc2sc(N(CCN(C)C)C(=O)c3ccc4ccccc4c3)nc2c1C	3	4	7	4	33	0	110	-1.5	1	-6
Clc1ccccc1-c1ccc2ncnc(NCc3cccnc3)c2c1	-7	-3	6	-7	0	8	97	-1.2	3	1
